Bioassay records from PubChem BioAssay.
NPC1 prom act = activates the NPC1 promoter. Huh7 NPC1 promoter luciferase reporter, 24 h. Potency, µM (top dose mostly 9.22 µM), for the others: top-dose activation, usual class: activators. 2.4% of 320,000 active;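 also: potency is read from the fitted curve at half-maximal effect; % of control where 0% means no effect; nearly all actives have a fitted effect of over 60% in size; reporter is driven by a mutant NPC1 promoter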
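Quantitative HTS used a cell-based reporter: Huh7 cells stably bearing the NPC1 promoter upstream of luciferase were treated with compounds for 24 h, and promoter activation was read as luminescence.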
Coupling enz = counter-screen for Giardia aldolase inhibitors: coupling enzyme system | 0.67% of 290,000 active | activity change, negative = inhibition, % at 58.2 µM, hits read low | coupling enzyme system counterscreen, AmpLite Red fluorescence; in the data active = activity change below about -30%; also: % is scaled to controls: 0 for no effect and ±100 for the full control effect
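Fluorescence at 525 nm excitation and 598 nm emission measured inhibition of the coupled detection system without aldolase. Compounds (at 57.5 uM final) were preincubated 10 min at room temperature with coupling enzyme reagent before a 20 min substrate/AmpLite Red step.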
Rab9 prom act = Rab9 promoter activation; Huh7 Rab9 promoter-luciferase reporter, luminescence, 24 h; 2.8% of 320,000 active; Potency, µM (titrated, usually from 9.22 µM), for the others: at the top dose activation, negative = inhibition, most hits filed as activators; AID 485297; also: potency is read from the fitted curve at half-maximal effect; % of control where 0% means no effect; nearly all actives have a fitted effect of over 60% in size
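Luciferase signal after 10 min detection reagent at ambient indicates Rab9 promoter upregulation; stably transfected Huh7 cells were treated 24 h with compound in DMSO at 37 °C, 5% CO2.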
VP16 counter = counter-screen for ROR gamma inhibitors: Gal4-VP16 reporter; Drosophila S2 Gal4-VP16 UAS-luciferase, luminescence, 20 h; Potency, µM (series often up to 53.6 µM), for the others: top-dose activity, negative = inhibition, actives largely listed as inhibitors; AID 2546; 3.5% of 310,000 active;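 also: Gal4-VP16 expression switched on by copper sulfate through the metallothionein promoter; potency is read from the fitted curve at half-maximal effect; % is scaled to controls: 0 for no effect and ±100 for the full control effect; nearly all actives have a fitted effect of over 50% in size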
Tb PFK inh = blocks T. brucei phosphofructokinase; O15648; T. brucei PFK, ADP-Glo luminescence; Potency, µM (titrated, usually from 57.5 µM), without a hit: at the top dose activity, negative = inhibition, most hits filed as inhibitors; 0.17% of 330,000 active; AID 485367;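 also: potency is read from the fitted curve at half-maximal effect; 0% = uninhibited 1x PFK enzyme wells and -100% = no-enzyme wells; nearly all actives have a fitted effect of over 60% in size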
Target sequence (O15648 whole entry, looked up): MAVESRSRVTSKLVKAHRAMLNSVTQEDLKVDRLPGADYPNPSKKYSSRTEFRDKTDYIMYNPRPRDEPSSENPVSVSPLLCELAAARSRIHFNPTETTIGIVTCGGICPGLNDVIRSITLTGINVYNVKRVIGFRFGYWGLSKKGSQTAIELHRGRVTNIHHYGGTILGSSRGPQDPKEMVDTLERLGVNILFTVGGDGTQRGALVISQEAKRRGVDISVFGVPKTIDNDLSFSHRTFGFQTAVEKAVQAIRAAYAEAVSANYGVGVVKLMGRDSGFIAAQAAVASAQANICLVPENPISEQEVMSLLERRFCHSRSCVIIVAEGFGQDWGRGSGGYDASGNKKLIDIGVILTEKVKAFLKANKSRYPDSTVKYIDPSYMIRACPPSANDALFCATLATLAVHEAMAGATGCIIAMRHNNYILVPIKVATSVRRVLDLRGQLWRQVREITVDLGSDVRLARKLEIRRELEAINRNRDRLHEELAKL
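PFK 1.25 nM, F6P 0.5 mM, ATP 0.1 mM, 0.1 M TEA pH 8.0, 5 mM MgCl2, 0.01% Tween20, 0.1% BSA; 45 min RT. ADP-Glo readout. qHTS titration up to 57 uM; curves fitted, compounds curve-classed.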
KCNH2 3.1 block = inhibitors of human KCNH2 3.1 potassium channel isoform; AID 720553; 0.95% of 340,000 active; U2OS KCNH2 3.1, thallium flux FluxOr; active compounds read low; activity change, % (tested at about 1.8 µM);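 active = maximum activity change below -70%; inconclusive = maximum activity change from -70% to -50%; inactive = maximum activity change above -50%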;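 also: thallium influx rate constant from kinetic fluorescence after stimulation buffer; % is scaled to controls: 0 for no effect and ±100 for the full control effect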
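Virally transduced U2OS (3.1 isoform, 4 h infection in dark at RT) → overnight 37 C → FluxOr + Red40 in HBSS/HEPES, 45 min → stimulation buffer, 2 min kinetic read → rate constant vs DMSO controls.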
RORg inh = inhibitors of mouse ROR gamma transcriptional activity | P51450 | Drosophila S2 Gal4-RORgamma UAS-luciferase reporter, 20 h | Potency, µM (highest dose often 53.6 µM), for inactives: top-dose activity change, negative = inhibition, usual class: inhibitors | 5.4% of 310,000 active; also: potency is read from the fitted curve at half-maximal effect; % is scaled to controls: 0 for no effect and ±100 for the full control effect; nearly all actives have a fitted effect of over 60% in size
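Stable Schneider cell line, Gal4 DNA-binding domain fused to ROR gamma, UAS-luciferase. Cmpd 1 hr RT → CuSO4 700 uM final → 20 hr RT → luciferase reagent 10 min → luminescence.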
Giardia killer = Giardia lamblia killing; Giardia lamblia trophozoite viability; activity change, % at 7.66 µM, hits read low; 0.15% of 340,000 active; AID 540267; in the data active = activity change below about -80%; inconclusive = between about -30% and that limit;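 also: parasites exposed to compound for two days anaerobically before the ATP read; % is scaled to controls: 0 for no effect and ±100 for the full control effect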
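Trophozoite viability was measured as ATP-dependent luminescence, read 15-30 min after reagent addition. Before that, parasites at 100 cells/well were exposed to compounds for 48 h, anaerobically, at 37 deg C.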
uPA generation = cell surface uPA generation inhibition. cell surface uPA generation assay, qHTS. Potency, µM (top dose mostly 38.3 µM), for the others: top-dose activity change, negative = inhibition, actives largely listed as inhibitors. 0.31% of 330,000 active; active = well fitted inhibition curve with a large enough effect; inconclusive = small, poorly fitted or top-dose-only effect; inactive = no such curve, though single readings can be large or run the other way; tested in mouse RAW 264.7 cells; also: potency is read from the fitted curve at half-maximal effect; % is scaled to controls: 0 for no effect and ±100 for the full control effect; nearly all actives have a fitted effect of over 55% in size
ELG1 genotox = genotoxicity induction in ELG1-luciferase HEK293T cells; HEK293T ELG1-luciferase reporter, luminescence, 16 h; Potency, µM (highest dose often 46 µM), for the others: at the top dose activity change, positive = activation, most hits filed as activators; 1.3% of 330,000 active; also: potency is read from the fitted curve at half-maximal effect; % of control where 0% means no effect; nearly all actives have a fitted effect of over 60% in size
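Luminescence read-out: rising ELG1-luciferase signal, reflecting elevated ELG1 protein under genetic stress, flags genotoxic compounds. Cells were treated for 16 hr at 37 °C before ONE-Glo detection.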
FLuc counter = inhibits or activates purified firefly luciferase, miR-21 counter-screen | AID 588342 | Potency, µM (top dose mostly 57.5 µM), for the others: at the top dose activity change, negative = inhibition, actives largely listed as inhibitors | P08659 | 6.9% of 360,000 active | purified FLuc, Km substrates, luminescence inhibition;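 also: potency is read from the fitted curve at half-maximal effect; plate controls were vehicle for no effect and reference inhibitor for full effect; nearly all actives have a fitted effect of over 55% in size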
Target sequence (P08659 whole entry, looked up): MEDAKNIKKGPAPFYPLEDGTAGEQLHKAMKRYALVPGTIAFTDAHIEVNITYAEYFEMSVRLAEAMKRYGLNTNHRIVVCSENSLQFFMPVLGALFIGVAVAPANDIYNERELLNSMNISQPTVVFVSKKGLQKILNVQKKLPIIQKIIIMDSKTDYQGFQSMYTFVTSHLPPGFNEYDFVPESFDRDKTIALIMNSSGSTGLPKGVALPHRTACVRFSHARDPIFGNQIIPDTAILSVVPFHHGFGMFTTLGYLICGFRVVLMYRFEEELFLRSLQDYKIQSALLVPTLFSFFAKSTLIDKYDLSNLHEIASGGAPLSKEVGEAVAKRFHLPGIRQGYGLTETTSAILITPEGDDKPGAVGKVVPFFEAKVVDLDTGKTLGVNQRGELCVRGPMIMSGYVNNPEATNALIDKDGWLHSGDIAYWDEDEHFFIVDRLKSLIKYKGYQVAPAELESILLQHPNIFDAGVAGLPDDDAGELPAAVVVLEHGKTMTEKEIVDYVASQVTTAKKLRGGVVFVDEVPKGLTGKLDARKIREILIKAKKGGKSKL
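Purified P. pyralis luciferase (10nM final) with 10uM D-luciferin and 10uM ATP (Km levels) in 50mM Tris acetate pH 7.5, 10mM Mg acetate, 0.01% Tween-20, 0.05% BSA; qHTS 6-point titration, ~60 µM downward; luminescence read.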
* marks the source's active call; other numbers are inactive results; ? = inconclusive; . = no result given; [ ] = remark or other dose. Unless noted, calls follow the shape of the dose curve; as a rule, active = well fitted curve in the direction sought with a large enough effect; inconclusive = small, poorly fitted or top-dose-only effect, or another doubt; inactive = no such curve, though single readings can be large; an effect the other way counts as inactive or inconclusive.

SMILES	NPC1 prom act	Coupling enz	Rab9 prom act	VP16 counter	Tb PFK inh	KCNH2 3.1 block	RORg inh	Giardia killer	uPA generation	ELG1 genotox	FLuc counter
O=c1[nH]c(SCCOc2cccc3ccccc23)nc2ccccc12	0%	-2	-3%	13%	-2%	-6	7%	-26	4%	5%	?
COC(=O)N(C)CCCC1(C)C(=O)N(C)c2ccc(O)cc21 (stereo not given)	1%	0	-10%	1%	-2%	6	-28%	-6	.	-2%	-2%
Cc1nc2sc(C(c3ccco3)N3CCC(Cc4ccccc4)CC3)c(O)n2n1 (stereo not given)	0%	3	2%	-3%	-2%	3	16%	8	7%	-1%	14%
Cc1sc2ncn(CC(=O)N3CCOCC3)c(=O)c2c1-c1ccccc1	-6%	-2	-3%	-2%	2%	5	-2%	-5	-4%	5%	-2%
Cc1ccc(S(=O)(=O)N2CCN(C)CC2)cc1-c1nnc2c3ccccc3c(C)nn12	-4%	1	-1%	-4%	1%	-6	2%	31[activator]	2%	-2%	-1%
C=CCn1c(SCC(=O)Nc2ccc(OC)cc2)nc2c([nH]c3ccccc32)c1=O	12%	.	18%	1%	-1%	.	4%	-5	1%	1%	1%
CCOc1ccc(NC(=O)CSc2nnc(-c3ccccc3Cl)n2Cc2ccco2)cc1	4%	-6	-2%	-2%	-5%	16	?	-14	0%	-12%	-11%
CN(C)S(=O)(=O)c1cccc(C(=O)Nc2ccc(N3CCOCC3)cc2)c1	-2%	-6	-4%	-5%	0%	4	7%	9	1%	-2%	?
CCc1ccc(S(=O)(=O)Nc2ccc(Cl)cn2)cc1	3%	0	-3%	15%	-1%	6	-7%	26	19%	2%	4%
CCOP(=O)(OCC)C(NC(=O)Nc1ccccc1)C(N)=O (stereo not given)	-2%	2	-1%	-17%	4%	-6	-1%	-20	-3%	0%	6%
CN(C1CCCCC1)S(=O)(=O)c1ccc(-c2ccccn2)s1	-3%	4	-5%	3%	0%	-9	5%	6	-4%	-3%	-1%
Cc1ccc(C)c(Sc2ccc(S(=O)(=O)Nc3ccc(C(=O)O)cc3)cc2)c1	-1%	.	2%	.	?	-4	.	0	3%	6%	0%
Cc1ccccc1N1CC(C(=O)O)CC1=O (stereo not given)	-2%	0	2%	0%	0%	-2	11%	6	-1%	1%	7%
CN(c1ccc(C(=O)N2CCOCC2)cc1[N+](=O)[O-])C1CCCCC1	?	2	?	17%	1%	13	?	-12	-12%	6%	?
COC(=O)c1ccc(COC(=O)c2cnccn2)cc1	-1%	0	2%	4%	5%	12	-19%	-1	4%	2%	?
CCOc1ccc(NC(=O)/C(C#N)=C/c2cn(CC(=O)O)c3ccccc23)cc1	0%	2	-2%	-9%	4%	-6	7%	7	-1%	1%	19µM*
O=C(COc1ccc2oc(-c3ccco3)cc(=O)c2c1)N1CCCCC1	3%	-2	4%	1%	-17%	-1	17%	-26	-4%	-1%	17µM*
Cc1ccc(C(=O)CSc2ncnc3sc4c(c23)CCCC4)cc1	-5%	.	-1%	2%	1%	-4	?	-13	4%	-1%	0%
CCOC(=O)c1ccc(NC(=O)Cn2ncc(Cl)c(Cl)c2=O)cc1	-35%[inhibitor]	0	-52%[inhibitor]	10µM*	-6%	.	?	-23	-12%	?	-13%
CC12CN(C(=S)Nc3ccccc3)CC(C)(CN(C(=S)Nc3ccccc3)C1)C2=O	-2%	-1	-1%	-24%	-3%	11	-25%	10	1%	0%	1%
O=C(c1cccs1)N1CCN=C1SCc1ccc(Cl)cc1	-1%	-1	-1%	2%	1%	-6	35%	-6	3%	-10%	-12%
COc1ccc(-c2noc(C3CCCN(C(=O)c4ccccc4OC)C3)n2)cc1OC (stereo not given)	13%	1	18%	6%	-5%	16	18%	18	.	-2%	?
COc1cc(NC(=O)CCc2nnc3ccc(N4CCC5(CC4)OCCO5)nn23)cc(OC)c1	0%	-2	4%	-11%	-3%	5	-20%	40[activator]	-14%	0%	0%
COc1ccc(NS(=O)(=O)c2ccc(N3CCCC3)c(NC(=S)Nc3cccc(C)c3C)c2)cc1	-1%	2	-1%	?	-17%	2	-5%[10 µM]	12	13%	-5%	?
Cc1cc(S(=O)(=O)/N=C(\N)c2ccc(C(N)=O)cc2)cc(C)c1F	1%	0	-2%	-2%	1%	4	-1%	0	9%	0%	-1%
CCOC(=O)N1CCN(C(=O)c2ccc3c(=O)n(-c4ccc(OC)cc4)c(=S)[nH]c3c2)CC1	0%	0	0%	-10%	-1%	22	7%	-6	-1%	2%	-1%
Cc1ccc2nc3c(nc2c1)-c1ccccc1C3=O	6%	4	?	-3%	-3%	-7	39%	-4	0%	?	-3%
Cc1ccc2c(CC(=O)N(C)c3c(N)n(Cc4ccccc4)c(=O)[nH]c3=O)coc2c1	-1%	.	-4%	.	-10%	-8	.	3	1%	-5%	0%
CCC(C(=O)N1CCN(S(=O)(=O)c2sc(C(=O)O)c(C)c2C(=O)O)CC1)c1ccccc1 (stereo not given)	-1%	.	-2%	.	0%	0	.	1	5%	2%	.
O=C(CN1CCOCC1)OCCCc1ccccc1	1%	3	-1%	3%	-2%	-15	-18%	-6	1%	-1%	-2%
COc1cccc(C2CC(c3cccc(C)c3)n3ncnc3N2)c1 (stereo not given)	-1%	13	-1%	-1%	-7%	0	-38%	-2	2%	9%	0%
Cc1cnc(C(=O)OCC(=O)Nc2cc(Cl)cc(Cl)c2)cn1	2%	2	10%	-14%	-1%	-10	12%	-12	-3%	1%	2%
[O-]/[N+](=C\c1cccc(Br)c1)c1ccccc1	2%	3	19%	-4%	7%	10	28%	-3	4%	15%	24µM*
S=C(N/N=C/c1ccccc1Cl)Nc1cccc(Cl)c1Cl	-9%	0	-6%	11µM*	1%	-14	0.4µM*	-7	-13%	6%	?
COn1c(SCc2cccc(Cl)c2)nc2ccccc2c1=O	-2%	-1	-2%	3%	-6%	8	39%	-5	.	-3%	-15%
CCCCn1c(N)c(N(CC(C)C)C(=O)c2cccc(S(=O)(=O)N3CCCCCC3)c2)c(=O)[nH]c1=O	1%	0	-1%	-4%	-3%	4	3%	-17	-2%	0%	0%
COc1ccc(C(=O)N/C=C/n2cnc3cc(C(F)(F)F)ccc32)cc1	-1%	0	0%	-11%	4%	8	-14%	7	2%	6%	1%
O=C(OCC(=O)N1CCC(Cc2ccccc2)CC1)c1ccccc1O	.	.	.	.	0%	-18	.	?	-5%	12%	.
Clc1ccc(-c2nc3cc(CN4CCCCC4)ccc3o2)cc1	1.8µM*	3	2.8µM*	6%	0%	-17	6%	9	-10%	?	11µM*
CC1=C(C(=O)N2CCOCC2)C(c2ccc(O)cc2)NC(=S)N1 (stereo not given)	-3%	0	-10%	-1%	-2%	17	-12%	-2	1%	3%	2%
O=P(Cc1ccccc1O)(c1ccccc1)c1ccccc1	-1%	1	-1%	-22%	5%	1	-28%	6	-1%	3%	0%
CCCN(c1ccc(C(C)C)cc1)S(=O)(=O)c1c(C)noc1C	-3%	0	-2%	13%	1%	-22	-34%	0	-2%	-4%	0%
CCCC(=O)Nc1c(C(=O)OCC)[nH]c2ccccc12	-5%	-2	-1%	-5%	2%	2	?	37[activator]	?	-7%	2%
COc1ccc(-n2c(SC)nc3sc4c(c3c2=O)CCN(C)C4)cc1	0%	1	-4%	-11%	1%	11	-1%	16	5%	-8%	-2%
CCOc1cccc(CN2CCCC(C(=O)c3cccc(C(F)(F)F)c3)C2)c1O (stereo not given)	-5%	-1	-2%	10%	0%	-38	33%	-14	5%	-7%	3%
O=C(OC1CCCCC1)c1ccc2c(c1)C1C=CCC1C(C(=O)O)N2 (stereo not given)	25%	1	?	3%[0.365 µM]	?	.	14%	.	.	?	?
COc1ccc(NC(=S)Nc2ccc3nccnc3c2)cc1	29%	-38*	20%	?	3%	2	?	-12	2%	-7%	?
COc1ccc(COC(=O)C2=C(C)NC(=O)NC2c2ccccc2OC(C)C)cc1 (stereo not given)	2%	0	5%	-15%	1%	-8	16%	-7	0%	-2%	4%
CC(C)(OC(=O)c1ccc(C#N)cc1)c1cc2ccccc2c(=O)o1	-4%	.	0%	.	-2%	-10	.	9	4%	0%	-2%
Cc1nn(C(C)C(=O)NCCCN2CCCCC2C)c(=O)c2c1sc1ccccc12 (stereo not given)	1%	.	2%	-1%	-1%	6	-27%	-12	4%	0%	4%
